Source: PubChem
MazF activator: increases E. coli MazEF RNase cleavage of RNA | P0AE70 | FAM/BHQ RNA-DNA oligo cleavage fluorescence, 5 h | activation, % at 20 µM | actives 0.32% (n = 350,000); in the data active = activation above about 50%
Target sequence (P0AE70 whole entry, looked up): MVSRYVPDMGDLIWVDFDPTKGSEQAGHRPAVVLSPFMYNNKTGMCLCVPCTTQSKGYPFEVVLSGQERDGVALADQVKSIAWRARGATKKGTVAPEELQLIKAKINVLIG
VHR inh abs: DUSP3 (human) phosphatase inhibition | P51452 | recombinant VHR phosphatase, pNPP absorbance | inhibition, % at 13.3 µM | actives 0.52% (n = 290,000); in the data active = inhibition above about 50%; note: some compounds called inactive have numbers as strong as hits
PfHsp40 rescue: restores yeast growth despite PfHsp40 toxicity | growth rescue, % at 12.5 µM | S. cerevisiae expressing PfHsp40, growth rescue, ATP luminescence | actives 0.68% (n = 340,000); in the data active = growth rescue above about 28%, passing the limit was not always enough;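 note: yeast W303a lacking pdr1 and pdr3 grown in galactose medium; growth measured after three days at 30 °C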
SSB-PriA inh: inhibitors of Klebsiella pneumoniae PriA binding to SSB C-terminal tail. AlphaScreen SSBct-PriA binding, biotinylated peptide. inhibition, % at 33 µM. actives 0.6% (n = 430,000). AID 1272365; in the data active = inhibition mostly above about 37%, no sharp cut-off; inactive = mostly below about 20%;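 note: plate controls were negative control peptide for no effect and reference peptide for full effect; strong numbers were not always called active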
Anthrax LF prot: anthrax lethal factor protease inhibition; inhibition, % at 10 µM; multiplex microsphere protease cleavage assay, LF; actives 0.12% (n = 360,000); P15917; in the data active = inhibition above about 30%; note: plate controls were buffer without enzyme for full effect and enzyme alone for no effect
Target sequence (P15917 whole entry, looked up): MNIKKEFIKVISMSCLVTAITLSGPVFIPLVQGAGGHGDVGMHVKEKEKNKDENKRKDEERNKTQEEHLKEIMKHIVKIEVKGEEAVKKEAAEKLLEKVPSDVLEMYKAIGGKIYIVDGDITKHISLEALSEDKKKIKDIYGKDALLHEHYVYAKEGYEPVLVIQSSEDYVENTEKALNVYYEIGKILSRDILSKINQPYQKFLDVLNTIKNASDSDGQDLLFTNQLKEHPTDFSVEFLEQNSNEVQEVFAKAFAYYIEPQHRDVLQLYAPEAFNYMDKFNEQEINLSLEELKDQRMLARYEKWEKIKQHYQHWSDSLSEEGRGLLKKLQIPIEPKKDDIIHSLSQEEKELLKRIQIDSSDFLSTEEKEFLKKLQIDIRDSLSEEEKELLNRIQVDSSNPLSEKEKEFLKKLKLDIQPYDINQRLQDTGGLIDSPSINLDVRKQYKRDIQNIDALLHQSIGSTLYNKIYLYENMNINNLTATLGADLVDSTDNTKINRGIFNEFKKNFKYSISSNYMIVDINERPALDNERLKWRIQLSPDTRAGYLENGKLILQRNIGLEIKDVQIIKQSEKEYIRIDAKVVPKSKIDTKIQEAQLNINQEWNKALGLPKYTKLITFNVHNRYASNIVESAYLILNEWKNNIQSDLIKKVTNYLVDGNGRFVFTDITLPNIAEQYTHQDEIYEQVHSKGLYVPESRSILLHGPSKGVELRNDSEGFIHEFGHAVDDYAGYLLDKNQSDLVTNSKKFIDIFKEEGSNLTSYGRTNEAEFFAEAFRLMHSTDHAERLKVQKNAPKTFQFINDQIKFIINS
Y pestis TopoI: blocks Yersinia pestis topoisomerase I activity | Y. pestis Topo-I cleavage product accumulation, plate reader | activity, % at 10 µM | actives 0.064% (n = 360,000) | AID 504884; in the data active = activity above about 50%, passing the limit was not always enough; note: inactives centre near 2
Vc quorum ag: inducers of Vibrio cholerae quorum light production without autoinducers | V. cholerae BH1578 lux reporter, luminescence, 6 h | activation, % at 18.7 µM | actives 0.16% (n = 350,000); in the data active = activation mostly above about 9.7%, no sharp cut-off; note: not every result past the cut was called active; inactives centre near 0; reference of the scale not given here
TcdB inh: blocks C. difficile toxin B glycohydrolase activity; inhibition, % at 9.99 µM; P18177; AID 652162; TcdB glycohydrolase enzymatic assay, plate reader; actives 0.24% (n = 350,000); in the data active = inhibition above about 10%
Rv3671c inh: Rv3671c (M. tuberculosis) protease inhibition | P9WHR9 | inhibition, % at 5.96 µM | actives 0.048% (n = 320,000) | AID 2606; in the data active = inhibition above about 38%;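 note: extracellular domain of Rv3671c used as enzyme; 0% = enzyme with DMSO and 100% = no enzyme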
3CLpro inhibitor: SARS-CoV 3CLpro protease inhibition. P0C6X7. recombinant SARS-CoV 3CLpro, quenched FRET peptide cleavage. inhibition, % at 6 µM. actives 0.14% (n = 290,000); in the data active = inhibition above about 12%
The depositor's hits bear a star; i = inactive; . = no result given; & = joins results of further samples.

SMILES | MazF activator | VHR inh abs | PfHsp40 rescue | SSB-PriA inh | Anthrax LF prot | Y pestis TopoI | Vc quorum ag | TcdB inh | Rv3671c inh | 3CLpro inhibitor
CCC(C)C1(C2CCCC2)NC(=O)NC1=O (stereo unspecified) | 4.1 | . | 0.1 | -10.2 | -4.3 | -5.5 | 1.8 | -4.2 | . | .
COC(=O)[C@@H](NC(=O)NCc1ccc(F)cc1)C(C)C | 2.4 | 23.4 | 1.0 | -2.5 | -0.6 | 1.5 | -0.4 | -3.3 | 1.7 | 1.1
Cc1cccc(-c2nc(CS(=O)CC(=O)N3CCN(C)CC3)c(C)o2)c1 (stereo unspecified) | 0.6 | 44.0 | -0.6 | -11.7 | 3.6 | 2.0 | -1.6 | 4.7 | -8.5 | -0.7
C=CCOC(=O)C1=C[C@@H](c2csc3ccccc23)C[C@@H](OCCCCO)O1 | 3.4 | . | 0.3 | 1.7 | 10.1 | 20.9 | 0.6 | . | -4.0 | .
CCc1cc(=O)oc2c3c(cc(OCC(=O)NCCN4CCOCC4)c12)OC(C)(C)CC3 | 3.9 | 0.3 | -1.8 | 0.0 | 3.6 | 17.4 | -0.3 | 2.6 | -9.5 | 2.0
CC(=O)Nc1ccc(-c2ccnc3c2CC(C(=O)Nc2cccc(N(C)C)c2)O3)cc1 (stereo unspecified) | . | . | . | . | -5.3 | -4.5 | -0.4 | -2.8 | . | .
C=C(C)c1cccc(C(C)(C)NC(=O)Nc2ccc(Cl)cn2)c1 | -11.9 | 26.2 | 1.6 | -4.0 | 1.0 | 35.3 | -0.2 | . | -12.9 | 3.6
COCCN(C(=O)COC(=O)/C=C/c1ccccc1Cl)c1c(N)n(Cc2ccccc2)c(=O)[nH]c1=O | 1.4 | . | -0.3 | 4.1 | -3.0 | 13.3 | -0.4 | 3.7 | -5.5 | .
Cc1cccnc1NC(=O)CCn1c(=O)oc2ccccc21 | 5.6 | 10.1 | -2.4 | -5.0 | -0.9 | -0.8 | -0.5 | 0.4 | 3.5 | -1.0
O=C(CC1NCCNC1=O)Nc1ccc(Oc2ccccc2)cc1 (stereo unspecified) | 8.3 | -2.4 | 0.4 | -4.0 | -2.6 | 10.6 | -0.2 | . | -1.1 | -4.4
COc1ccc(OC)c(NC(=O)CSCc2cnn(-c3ccccc3)c2-n2cccc2)c1 | 1.6 | 15.7 | 2.8 | 5.8 | -3.1 | 12.9 | -5.9 | . | 5.7 | 2.9
C[C@H](CO)N1C[C@H](C)[C@@H](CN(C)C(=O)Nc2ccc(C(F)(F)F)cc2)Oc2c(NC(=O)NC3CCCCC3)cccc2C1=O | 8.5 | . | -1.8 | 4.0 | -2.9 | 17.0 | 1.3 | -2.4&2.8 | -4.6 | .

Some entries already given, limited to 3CLpro inhibitor, PfHsp40 rescue and VHR inh abs:
SMILES	3CLpro inhibitor	PfHsp40 rescue	VHR inh abs
CCC(C)C1(C2CCCC2)NC(=O)NC1=O (stereo unspecified)	.	0.1	.
C=CCOC(=O)C1=C[C@@H](c2csc3ccccc23)C[C@@H](OCCCCO)O1	.	0.3	.

Next part.
SMILES | MazF activator | VHR inh abs | PfHsp40 rescue | SSB-PriA inh | Anthrax LF prot | Y pestis TopoI | Vc quorum ag | TcdB inh | Rv3671c inh | 3CLpro inhibitor
CCOc1cc(/C=N/NC(=O)c2c(C)nc3ccc(Cl)cn23)ccc1O | 0.7 | . | . | . | -3.0 | 1.4 | 1.1 | -0.3 | . | .
COc1cccc(S(=O)(=O)NCc2ccc(C(=O)NCC3CCCO3)cc2)c1 (stereo unspecified) | 0.7 | -5.1 | 0.5 | 0.6 | -19.1 | -6.1 | i | . | -3.5 | 4.0
N#Cc1c(/N=C/c2ccc(-c3ccccc3C(=O)O)o2)sc2c1CCCC2 | -5.2 | -18.4 | 0.0 | . | 0.7 | -7.4 | -0.6 | -0.1 | 10.3 | 1.0
CCc1nc2ccc(C(=O)N3CCN(S(=O)(=O)CC)CC3)cn2c1N(C)C(=O)c1cccc(OC)c1 | . | . | . | . | -10.3 | -9.4 | -4.5 | 0.9 | . | .
CN(CC(=O)Nc1c(Cl)cccc1Cl)C(=O)c1ccccc1SCC(=O)N1CCCC1 | 3.6 | 8.6 | -1.0 | -0.3 | -0.9 | 1.8 | -0.3 | 1.3 | -2.9 | -3.6
COc1ccc(NC(=O)Nc2nnc(C(C)(C)C)s2)cc1 | 7.0 | 21.7 | -0.9 | -8.7 | -6.1 | 10.2 | -0.5 | 0.5 | 3.8 | -0.6
CC(C)(Cl)[N+](=O)[O-] | -6.9 | . | 0.1 | -2.7 | -10.6 | 10.5 | -0.4 | 0.7 | 5.9 | .
CCN1CCn2c1nc(N1CCOCC1)nc2=O | 1.1 | 8.5 | -0.8 | -4.8 | -6.6 | -7.3 | i | 1.4 | 8.0 | 5.3
COC(=O)C1=C(c2ccc(F)cc2F)C[C@@H]2CC[C@H]1N2C(=O)N1CCCC1 | 1.4 | . | -1.4 | -18.0 | -5.0 | -2.2 | i | -0.9 | -3.3 | .
COc1cc(C(=O)NCc2nnc(SCC(=O)N3CCOCC3)o2)cc(OC)c1OC | 4.5 | 11.9 | -0.5 | -10.5 | 1.6 | -0.3 | 2.9 | 1.4 | 3.7 | -2.2
O=C(CSc1nc2ccccc2c(=O)n1-c1ccc(F)cc1F)Nc1ccc(N2CCOCC2)cc1 | 1.4 | 10.5 | 2.2 | 2.2 | -2.0 | 7.4 | -0.2 | 1.0 | 8.2 | 6.0
CCOc1cc(CN2CCCC(CO)(Cc3ccc(F)cc3F)C2)ccc1OC (stereo unspecified) | -18.7 | 19.2 | -1.4 | -3.1 | -23.3 | 7.9 | i | -0.1 | 0.9 | -2.2
CCCCCCSc1ccc(-c2nc3ccc(C)cn3c2NCc2ccccc2)cc1OC | -14.3 | . | 1.1 | 1.5 | -5.4&-12.2 | 15.0 | 11.6 | 0.3&-0.4 | 9.1 | .
COC(=O)c1cccc(N2C(=O)c3cccnc3C2=O)c1 | 1.5 | -20.6 | 0.3 | 9.3 | . | -0.3 | i | . | 8.2 | 1.0
COc1cccc(CN(C)C(=O)/C=C/c2ccc(S(=O)(=O)N3CCCCCC3)cc2)c1 | -3.5 | -5.5 | 0.3 | -5.0 | 0.0 | 24.5 | -3.6 | 1.4 | -5.2 | 3.3
Cc1onc(-c2ccccc2Cl)c1C(=O)N1CCc2ccccc2C1 | 0.8 | -10.5 | 1.5 | -4.9 | 2.2 | 5.8 | i | . | -2.2 | 0.6
CCOC(=O)c1c(S(=O)(=O)N(C)Cc2ccccc2)c(C)n(C)c1C | 0.6 | 57.7* | 0.6 | -6.2 | -3.1 | 9.1 | -0.2 | 0.8 | 1.4 | -6.4
Cc1ccc(S(=O)(=O)n2nc(C)c(Br)c2C)c(C)c1C | -3.1 | -4.6 | -0.8 | 1.2 | 0.6 | 16.5 | i | . | -12.9 | -1.2
Cc1cccc(C)c1NC(=O)COC(=O)c1cc[n+]([O-])cc1 | 0.9 | . | -1.0 | -17.3 | 0.0 | -6.8 | i | 2.0 | -3.1 | .
Cn1nnnc1SCC(=O)Nc1cc(S(=O)(=O)N2CCCC2)ccc1Cl | 5.8 | 24.4 | 0.2 | -3.6 | -5.3 | 16.4 | -0.3 | -0.1 | -0.1 | 1.9
Cc1ccc(C2OC(=O)c3ccccc32)cc1 (stereo unspecified) | -1.7 | -1.2 | -1.8 | -4.5 | 0.1 | 2.7 | i | . | 1.1 | 0.3
O=C(O)CNC(=O)c1ccc2c(c1)OCCO2 | 12.4 | -0.4 | -1.1 | -3.7 | -1.5 | 4.1 | -0.6 | -1.7 | -3.4 | -7.2
CCN1CCN(CC(=O)c2c(C)n(C)c3ccc(OC)cc23)CC1 | -9.2 | 27.0 | -0.1 | -13.9 | 3.7 | -2.6 | 18.3 | . | 6.1 | -3.8
O=C(NCC1CCCO1)c1ccc2ccccc2n1 (stereo unspecified) | 1.1 | 6.2 | -2.2 | -20.1 | 1.2 | -3.1 | i | . | -3.7 | 3.4
O=C(CN(Cc1ccco1)C(=O)Cn1nnc(-c2cccs2)n1)NCC1CCCO1 (stereo unspecified) | -1.1 | 28.2 | 0.7 | -4.0 | -5.1 | -1.9 | -0.2 | 5.5 | -2.2 | -4.5
CCOCCCN(C(=O)c1snc(C(N)=O)c1N)C(C(=O)NC1CCCC1)c1ccc(O)cc1 (stereo unspecified) | 8.9 | 16.6 | 1.1 | -1.2 | 0.5 | -2.0 | -0.2 | 0.8 | -7.1 | -0.3
Cc1ccccc1OCC(=O)NNC(=O)c1ccc(-c2ccccc2)cc1 | 0.8 | -11.5 | -1.1 | -5.9 | 0.2 | 6.9 | -0.6 | 1.4 | -28.6 | 0.8
Cc1ccccc1-n1c(=O)cc(N2CCc3ccccc32)[nH]c1=O | -13.8 | 2.4 | -0.1 | -1.6 | -18.4 | 0.3 | -0.2 | 0.0 | -0.5 | -3.2
CCOc1ccc(NC(=O)C2CCCN(c3nc(C)cc(C)n3)C2)cc1 (stereo unspecified) | 8.6 | 29.7 | 0.6 | 10.0 | -3.7 | 0.3 | -0.1 | 1.0 | -1.3 | 1.2
O=C(CNS(=O)(=O)c1ccc(Cl)cc1)NNC(=O)c1cccnc1 | 4.4 | 29.7 | -1.3 | 0.8 | -5.1 | 5.5 | i | 2.0 | -2.5 | -4.0
COc1ccc(S(=O)(=O)NCc2ccncc2)cc1NC(=O)c1ccc(Cl)cc1 | -5.4 | . | 5.8 | -4.6 | -0.1 | 16.3 | i | 1.7 | 10.7 | .
Cc1ccc(/C=N/NC(=O)c2cc(-c3cccnc3)nc3ccccc23)cc1 | -2.1 | 13.2 | -0.6 | . | -5.2 | 5.5 | -0.5 | -0.3 | -5.9 | -0.6
Cc1nnc(SCC(=O)N(CC(C)C)c2c(N)n(Cc3ccccc3)c(=O)[nH]c2=O)n1N | 5.1 | . | -0.4 | -1.9 | -1.2 | 11.9 | i | 1.6 | 8.5 | .
CCc1ccccc1Nc1ccc(C(=O)O)cc1N | -3.1 | 25.6 | -1.2 | 12.1 | -4.6 | 4.9 | 0.3 | . | -2.7 | 0.7
COCC(C)n1c(C)cc(C(=O)COC(=O)c2cccn2C)c1C (stereo unspecified) | -2.2 | . | -1.7 | 3.4 | 5.9 | 2.1 | -0.6 | 0.5 | 8.2 | .
CCOC(=O)NC1(C(F)(F)F)NC(=O)N(c2ccc(F)cc2)C1=O (stereo unspecified) | 0.0 | 2.9 | 0.2 | -14.8 | -1.7 | 7.0 | i | 0.9 | -6.0 | -2.4
Cc1ccccc1OCC(=O)N1CCCCCCC1 | 3.7 | 12.6 | -1.0 | -0.3 | -17.0 | 6.8 | -0.8 | -1.2 | -1.9 | 1.5
Cc1ccc(-c2nc(=O)[nH]c3ccccc23)cc1 | 7.4 | -8.2 | -0.4 | -4.6 | 10.2 | 8.9 | i | -0.3 | 1.2 | 7.3
COc1ccc(C2/C=C\CN(Cc3ccc(N(C)C)cc3)CC(=O)N2Cc2ccc(F)cc2)cc1 (stereo unspecified) | 3.1 | 18.7 | -0.9 | 3.5 | 3.2 | 18.9 | i | 0.7 | -1.7 | .
O=S(=O)(c1ccc(N2CCCC2c2nc3ccccc3s2)nc1)N1CCOCC1 (stereo unspecified) | -11.0 | 24.4 | 0.4 | -1.1 | -0.4 | 1.5 | 3.3 | . | -0.6 | -1.0
O=C(Cc1ccccc1)NCC(=O)N1CCN(Cc2cccc(Cl)c2)CC1 | 4.0 | . | 0.2 | -7.3 | -5.7 | 10.1 | i | 1.0 | -2.4 | .
CCOC(=O)/C=C/C(=O)Nc1cccc([N+](=O)[O-])c1 | 2.0 | -1.0 | 189.3* | -20.3 | -1.6 | -3.6 | -0.2 | . | -5.7 | 6.6

These rows are one share of the data; rates above refer to the full screens.
